# PolyA inh: polyadenylation inhibitors in yeast reporter cells, primary screen, luminescence, S. cerevisiae | S. cerevisiae SKY197-pL101 polyadenylation reporter, beta-gal luminescence; efflux-impaired pdr1/pdr3 knockout yeast; score 100 = 6 SD above DMSO | 0.02% of 300,000 active | calls only at 12 µM;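 active = lowest replicate activity score at least 50, where 100 means six control SD above control mean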;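 note: yeast exposed to compound for 9 h at 30 °C; higher score means more reporter readthrough which indicates perturbed polyadenylation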
# Platelet DG rel: inhibitors of platelet dense granule secretion, primary screen, cell-based, MLPCN, human platelets; inhibition, %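 (compounds screened at 7.5 µM in platelet-rich plasma)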; AID 1663, 2009; 0.22% of 300,000 active; human platelet-rich plasma, SFLLRN dense granule ATP release, luminescence;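 active = mean replicate score, as percent of positive control, at or above 50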
# TRPC4 agonist: activators of mouse TRPC4 channel, primary screen, Fluo4 calcium, HEK293 TRPC4beta/mu-opioid cells | 0.49% of 310,000 active | Short transient receptor potential channel 4 (Mus musculus), Q9QUQ5 | B-score at 10 µM | AID 2237, 2010 | Fluo4 calcium fluorescence; hits give high values;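 active = B-score above 5 SD of library B-scores, and initial fluorescence ratio not above library mean plus 5 SD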;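 note: positive B-score marks a calcium rise read as TRPC4 activation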
#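 System – HEK293 cells stably co-expressing mouse TRPC4beta and mu-opioid receptor · Signal – Fluo4 calcium-sensitive dye fluorescence, kinetic, 1 Hz baseline · Benchmarks – buffer (low) and maximal DAMGO (high) · Read-out – B score of integrated fluorescence ratio per well · Incubation – dye loading 45 min room temperature, 110 s kinetic read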
# KCNK9 inh: KCNK9 potassium channel inhibitors, primary screen, HEK293 cells, thallium flux | B-score at 10 µM | AID 488922, 2010 | 1.2% of 310,000 active | FluxOR thallium flux fluorescence; hits give low values | Potassium channel subfamily K member 9 (Homo sapiens), Q9NPC2;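 active = ratio B-score over 3 SD below the library mean, with starting fluorescence within 5 SD of its mean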;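 note: negative B-score means less thallium flux so channel inhibition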
# Target sequence (Q9NPC2 whole entry, looked up): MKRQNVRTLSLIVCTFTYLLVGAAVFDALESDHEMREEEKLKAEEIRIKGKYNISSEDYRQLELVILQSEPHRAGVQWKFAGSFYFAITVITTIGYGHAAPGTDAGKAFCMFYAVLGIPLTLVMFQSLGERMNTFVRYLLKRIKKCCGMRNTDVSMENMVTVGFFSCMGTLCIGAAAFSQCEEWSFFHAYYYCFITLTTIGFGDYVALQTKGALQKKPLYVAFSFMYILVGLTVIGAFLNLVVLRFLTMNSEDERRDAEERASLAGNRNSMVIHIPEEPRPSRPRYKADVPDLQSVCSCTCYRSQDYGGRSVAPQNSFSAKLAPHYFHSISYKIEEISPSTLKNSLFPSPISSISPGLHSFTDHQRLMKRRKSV
# DYRK1A inh: rat Dyrk1A kinase inhibitors, primary screen, biochemical, single point, plate reader | Dual specificity tyrosine-phosphorylation-regulated kinase 1A (Rattus norvegicus), Q63470 | ADP-Glo luminescence, NFATc1 peptide | inhibition, % at 12.5 µM | 0.43% of 310,000 active; in the data active = inhibition above about 50%;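 note: plate controls were vehicle with enzyme for no effect and no enzyme for full effect; many of its hits are not listed in these tables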
# hERG rescue: hERG rescue from dofetilide block, primary screen, cell-based, CHO-hERG, FluxOR thallium flux, dofetilide IC70; Voltage-gated inwardly rectifying potassium channel KCNH2 (Homo sapiens), Q12809; dofetilide IC70 present; activation (rescue from dofetilide block), less the hit threshold, % at 10 µM; 0.51% of 310,000 active;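 active = activation above the mean of controls blocked by dofetilide plus 5 SD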;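 note: thallium influx through hERG after potassium depolarization seen as dye fluorescence rise; in these data hits start at about 4.7%; inactives centre near -7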
# TRPC4 potent: positive allosteric modulators of TRPC4, primary screen, cell-based, mouse TRPC4beta, HEK293 mu-opioid, Fluo-4 calcium; Short transient receptor potential channel 4 (Mus musculus), Q9QUQ5; DAMGO EC20, Fluo-4 Ca2+ flux; hits give high values; B-score at 10 µM; 0.42% of 310,000 active;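 active = B-score of calcium response area above 5 SD of library B-scores, with initial fluorescence ratio within 5 SD of library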;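 note: B-score of integrated fluorescence ratio over time as area under calcium response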
# TRPC4 inh: inhibitors of mouse TRPC4 channel, primary screen, Fluo4 calcium, HEK293 TRPC4beta/mu-opioid cells. DAMGO-evoked Fluo4 calcium flux; hits give low values. B-score at 10 µM. 0.39% of 300,000 active. AID 2247, 2010;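 active = B-score over 3 SD under the library average, no early fluorescence shift, positive overall ratio signal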
#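 Assay system: TRPC4beta/mu-opioid receptor HEK293 cell line; compound dosing: single concentration per test compound; detection: Fluo4 Ca2+ flux fluorescence; evaluation: per-well B score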
# KCNQ1 inh: inhibitors of human KCNQ1 channel, primary screen, cell-based, thallium flux, high-throughput; B-score at 10 µM; 1.3% of 310,000 active; CHO-K1 KCNQ1, FluxOR thallium flux fluorescence; hits give high values; AID 2642, 2010; Potassium voltage-gated channel subfamily KQT member 1 (Homo sapiens), P51787;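 active = compounds whose thallium flux B-score, printed positive for inhibition, exceeds three library SD while starting fluorescence stays within three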;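 note: channel opened by potassium depolarization with thallium stimulus after 20 min compound exposure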
# Target sequence (P51787 whole entry, looked up): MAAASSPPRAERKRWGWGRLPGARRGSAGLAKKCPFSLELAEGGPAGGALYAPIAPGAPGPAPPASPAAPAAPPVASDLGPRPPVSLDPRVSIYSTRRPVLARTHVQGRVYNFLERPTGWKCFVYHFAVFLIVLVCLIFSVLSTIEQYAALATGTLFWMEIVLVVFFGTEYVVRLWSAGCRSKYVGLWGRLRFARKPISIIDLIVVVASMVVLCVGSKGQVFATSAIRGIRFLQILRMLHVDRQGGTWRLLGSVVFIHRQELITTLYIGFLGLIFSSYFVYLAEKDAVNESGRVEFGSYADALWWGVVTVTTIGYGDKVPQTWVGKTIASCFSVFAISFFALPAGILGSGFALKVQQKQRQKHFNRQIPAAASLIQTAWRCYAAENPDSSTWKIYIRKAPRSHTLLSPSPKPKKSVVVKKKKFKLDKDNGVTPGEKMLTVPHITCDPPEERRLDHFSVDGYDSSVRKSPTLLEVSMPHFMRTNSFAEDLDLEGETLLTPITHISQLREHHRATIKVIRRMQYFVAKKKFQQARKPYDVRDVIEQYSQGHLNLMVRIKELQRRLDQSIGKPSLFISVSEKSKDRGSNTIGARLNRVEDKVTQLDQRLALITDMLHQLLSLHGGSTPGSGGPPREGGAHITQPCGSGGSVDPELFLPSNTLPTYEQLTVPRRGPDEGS
# KCNK3 block: human KCNK3 channel inhibitors, primary screen, CHO cells, FluxOR thallium flux, B-score; Potassium channel subfamily K member 3 (Homo sapiens), O14649; FluxOR fluorescence; hits give low values; B-score at 10 µM; 0.84% of 340,000 active; AID 602410, 2012;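 active = B-score under library mean minus 4 SD, starting fluorescence ratio at most library mean plus 5 SD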;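 note: more negative B-score means stronger inhibition of thallium flux through KCNK3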
# KCNQ1 act: potentiators or activators of KCNQ1 channel, primary screen, cell-based, thallium flux, high-throughput; Potassium voltage-gated channel subfamily KQT member 1 (Homo sapiens), P51787; CHO-K1 KCNQ1, thallium flux FluxOR fluorescence; hits give high values; B-score at 10 µM; 0.35% of 310,000 active;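 active = fluorescence ratio B-score, a plate-corrected score, at least three library SD, with initial intensity B-score within 5 SD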
#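 Doses: Single concentration per compound, DMSO matched to controls | Test system: KCNQ1-transfected CHO-K1 cells | Timing: 90 min dye loading and 20 min compound exposure, both at room temperature | Measured by: Kinetic FluxOR thallium fluorescence, 10-s 1-Hz baseline, 110-s post-stimulus read | Medium: Assay buffer with matched DMSO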
# Numbers without * were called inactive; i = inactive; . = no result given. Not all compounds are listed; count on the stated rates, not on these rows.
# Values in the order: PolyA inh | Platelet DG rel | TRPC4 agonist | KCNK9 inh | DYRK1A inh | hERG rescue | TRPC4 potent | TRPC4 inh | KCNQ1 inh | KCNK3 block | KCNQ1 act
> COC(=O)c1ccc(N2CCC(C)CC2)c(N)c1
→ i | 1 | i | i | 3 | -8 | i | i | i | i | i
> Cc1c2cn[nH]c(=O)c2c(C)n1-c1ccccc1
→ i | 9 | i | i | 0 | -4 | i | i | i | i | i
> NC(=O)CCC1NC(=S)N(Cc2ccccc2)C1=O (stereo unspecified)
→ i | -5 | i | i | . | -9 | i | i | i | i | i
> CC/C(=N\NC(=O)CSCc1ccc(Cl)cc1)c1ccc2c(c1)OCCO2
→ i | 1 | i | i | 2 | -10 | i | i | i | i | i
> CCOc1cc(/C=N/NC(=O)c2ccc(N(C)S(=O)(=O)c3ccccc3)cc2)ccc1OC
→ i | -12 | i | i | -6 | -8 | i | i | i | i | i
> OC(C#CCCN1CCCCC1)(c1ccccc1)c1ccccc1
→ i | 2 | i | i | 1 | 3 | i | i | i | i | i
> COc1ccc(CN(C)C(=O)c2cc(-c3ccc(C)cc3C)nc3ccccc23)c(OC)c1OC
→ i | 1 | i | i | -2 | -26 | i | i | i | -13* | i
> CCC(=O)N1CCc2cc(Br)cc(S(=O)(=O)N3CCC(C(=O)NC(C)(C)C)CC3)c21
→ i | 6 | i | i | -4 | -12 | i | i | i | i | i
> CC1CN(c2ccc(S(=O)(=O)N3CCOCC3)cn2)CC(C)O1 (stereo unspecified)
→ i | 10 | i | i | -7 | -6 | i | i | i | i | i
> CC/C(=N\Nc1ccnc2cc(Cl)ccc12)c1ccc(O)cc1
→ i | -81 | i | i | 7 | -5 | i | i | i | i | i
> COc1ccccc1N(CC(=O)NC(C)(C)C)C(=O)Cn1nnc(-c2ccc(C)o2)n1
→ i | -8 | i | i | -4 | -15 | i | i | i | i | i
> COc1ccc(C2CC(c3ccccc3O)=NN2c2ccccc2)cc1 (stereo unspecified)
→ i | 16 | i | i | -4 | -16 | i | i | i | i | i
> COc1c(N2CCN(C(=S)NCc3ccccc3)C(C)C2)c(F)cc2c(=O)c(C(=O)O)cn(C3CC3)c12 (stereo unspecified)
→ i | 1 | i | i | -4 | -3 | i | i | i | i | i
> O=C(CCCN=C1NS(=O)(=O)c2ccccc21)OCc1cc([N+](=O)[O-])cc2c1OCOC2
→ i | -8 | i | i | -4 | -11 | i | i | i | i | i
> CC(C)c1c(C(=O)N/N=C/c2ccco2)nnn1-c1nonc1N
→ i | 6 | i | i | -10 | -6 | i | i | i | i | i
> COc1ccccc1C1(CC(=O)N2CCOCC2)CCOC(C(C)C)C1 (stereo unspecified)
→ i | -1 | i | i | 5 | -9 | i | i | i | i | i
> NCCOc1cnn(-c2ccccc2Cl)c(=O)c1Cl
→ i | -7 | i | i | 2 | -4 | i | i | i | i | i
> Brc1cccc(Cn2c(-c3cncs3)nc3ccccc32)c1
→ i | 0 | i | i | -8 | -16 | i | i | i | i | i
> Cc1ccc(S(=O)(=O)N2CCC(=O)N(CCOCc3ccccc3C)CC2)cc1
→ i | 0 | i | i | 3 | -9 | i | i | i | i | i
> CCN(CC(=O)Nc1c(F)cccc1F)C(=O)c1cc(C)nc2ccccc12
→ i | -4 | i | i | 9 | -15 | i | i | i | i | i
> O=C1c2oc3ccc(F)cc3c(=O)c2C(c2ccc(F)cc2)N1CCCN1CCOCC1 (stereo unspecified)
→ i | 25 | i | i | 3 | -8 | i | i | i | i | i
> Cc1cc(C)n(-c2nc3c(c(=O)[nH]c(=O)n3C)n2CC(O)COc2ccccc2C)n1 (stereo unspecified)
→ . | 10 | i | i | -5 | -15 | i | i | i | i | i
> CCOC(=O)c1c(C)[nH]c(C(=O)COC(=O)CCC2CCCC2)c1C
→ i | 7 | i | i | 6 | -8 | i | i | i | i | i
> CC(NS(=O)(=O)c1cccc(Cl)c1)C(=O)N(C)C1CCN(C)CC1 (stereo unspecified)
→ i | -3 | i | i | 4 | -7 | i | i | i | i | i
> COc1ccc(S(=O)(=O)N2CCN(Cc3cccc(Cl)c3)CC2)cc1
→ i | 0 | i | i | -5 | -2 | i | i | i | i | i
> COc1ccc(CNC(=O)C(=O)NCC2CCCN2S(=O)(=O)c2cccs2)cc1 (stereo unspecified)
→ i | -1 | i | i | -6 | -8 | i | i | i | i | i
> COc1ccc2cc3cc(C(=O)NCC4CCCO4)oc3nc2c1 (stereo unspecified)
→ i | 0 | i | i | 54* | -10 | i | i | i | i | i
> Cc1nn(C)c(C)c1S(=O)(=O)NCc1cccs1
→ i | 2 | i | i | 4 | -10 | i | i | i | i | i
> CCOc1cc(N2CCOCC2)c(OCC)cc1NC(=O)c1ccccc1C
→ i | 3 | i | i | -10 | -17 | i | i | i | i | i
> CCSc1nc2cc(OC)c(OC)cc2c(=O)n1CC
→ i | -4 | i | i | 7 | -12 | i | i | i | i | i
> Cc1cccc(-n2c(=O)c(C#N)cc3c(=O)n4ccccc4nc32)c1
→ i | 2 | i | i | 4 | -8 | i | i | i | i | i
> Cc1ccc2c(C)c(C(=O)N3CCN(c4ccncc4)CC3)oc2c1C
→ i | 4 | i | i | 11 | -12 | i | i | i | i | i
> Cc1c[n+](CC(=O)c2ccccc2)c(C)cn1
→ i | -3 | i | i | 2 | -11 | i | i | i | i | i
> CCOc1ccccc1NC(=O)C1CCCN(c2c(CC)c(C)nc3ncnn23)C1 (stereo unspecified)
→ i | 8 | i | i | 0 | -13 | i | i | i | i | i
> Cc1cccc(OCCNC(=S)NC(=O)c2cncc(Br)c2)c1
→ i | 2 | i | i | -2 | -11 | i | i | i | i | i
> COc1cc2c(cc1OC)C(=O)NCC(C)(C)O2
→ i | -1 | i | i | 0 | -9 | i | i | i | i | i
> C=CCN1C(=O)N/C(=C/c2ccc(N3CCOCC3)o2)C1=O
→ i | -1 | i | i | . | -14 | i | i | i | . | i
> Cc1ccccc1Nc1nnc(SCC(=O)NC(=O)NCc2ccco2)s1
→ i | 8 | i | i | -2 | -9 | i | i | i | i | i
> O=C(Cn1cc2c(n1)CCCCC2)NC1CCN(Cc2ccccc2)CC1
→ i | 1 | i | i | 14 | -9 | i | i | i | i | i
> Cc1nn(Cc2cccc(C(=O)Nc3ccn(Cc4c(F)c(F)cc(F)c4F)n3)c2)c(C)c1[N+](=O)[O-]
→ i | -8 | i | i | 3 | -4 | i | . | i | i | i
> CCOC(=O)N1CCC(NC(=O)c2ccc3c(c2)N(CC)CCS3)CC1
→ i | -2 | i | i | 2 | -2 | i | i | i | i | i
> COc1ccc(N2CCN(S(=O)(=O)c3ccc4oc(=O)ccc4c3)CC2)cc1
→ i | -18 | i | i | -8 | -10 | i | i | i | i | i
> O=C(C[n+]1ccc(C(=O)N/N=C/c2ccc(O)cc2)cc1)c1ccccc1
→ i | 4 | i | i | 1 | -13 | i | i | i | i | i
> Cc1cc(=O)oc(C)c1C(=O)N1CCN(C)CC1
→ i | 5 | i | i | -4 | -7 | i | i | i | i | i
> CCN(CC)CCOC(=O)c1ccc(NC(=O)CNC(=O)c2ccccc2)cc1
→ i | -1 | i | i | 6 | -3 | i | . | i | i | i
> COc1ccccc1C1C(C(N)=O)=C(C)Nc2nc(-c3ccccc3Cl)nn21 (stereo unspecified)
→ i | 23 | i | i | -4 | -6 | i | i | i | i | i
> CC(=O)c1cc2c(cc1NS(=O)(=O)c1ccc(C)cc1)OCCO2
→ i | -4 | i | i | 0 | -11 | i | i | i | i | i
> c1ccc(CCNc2nc(-c3cccnc3)cs2)cc1
→ i | 0 | i | i | -2 | -4 | i | i | i | i | i
> Clc1ccc(-c2csc(N3CCCCCC3)n2)cc1
→ i | -8 | i | i | . | -2 | i | i | 8* | i | i
> O=C(CCN1C(=O)S/C(=C\c2ccccc2)C1=O)Nc1ccc(O)cc1C(=O)O
→ i | 3 | i | i | . | -5 | i | i | i | i | i
> O=C(NCC1OCCCN1S(=O)(=O)c1cc(F)ccc1F)C(=O)NC1CCCCC1 (stereo unspecified)
→ i | 8 | i | i | -2 | -8 | i | i | i | i | i
> O=C(CSc1nc2ccsc2c(=O)n1NC(=O)c1ccccc1)Nc1nccs1
→ i | 7 | i | i | 7 | -8 | i | i | i | i | i
> COC(=O)c1ccc(N2NC(=O)/C(=C/c3ccc(-c4ccc(Cl)c(C(=O)O)c4)o3)C2=O)cc1
→ i | 15 | i | i | 1 | -8 | i | i | i | i | i
> c1coc(CNC2CCCCC2)c1
→ i | 2 | i | i | -3 | -1 | i | i | i | i | i
> Cc1onc(-c2ccccc2Cl)c1C(=O)Nc1nnc(Cc2ccc(Cl)cc2)s1
→ i | 11 | i | i | 2 | -8 | i | i | i | i | i
> COc1cc(C2Nc3ccc4ccccc4c3C3=C2C(=O)CC(C)(C)C3)ccc1OCC(=O)O (stereo unspecified)
→ i | -6 | i | i | 9 | -4 | i | i | i | i | i
> CCOc1ccc(NC(=O)c2ccc(NCC(=O)N3CCCCCC3)cc2)cc1
→ i | 11 | i | i | -1 | -4 | i | i | i | i | i
> COCCCN(CCC#N)C(=O)c1c(-c2c(Cl)cccc2Cl)noc1C
→ i | 11 | i | i | . | -7 | i | i | i | i | i
> CC(=O)N(CCc1ccccc1C)Cc1cc2cc(C)ccc2[nH]c1=O
→ i | -3 | i | i | -5 | -6 | i | i | i | i | i
> O=C(Nc1nc2ccccc2s1)c1ccccc1[N+](=O)[O-]
→ i | 6 | i | i | 36 | -12 | i | i | i | i | i
> CCCN1CCN(CC(=O)Nc2cc(OCC)ccc2OCC)CC1
→ i | -1 | i | i | -5 | -9 | i | i | i | i | i
> Cn1c(Cl)c(/C=N/OC(=O)C2CC2)c2ccccc21
→ i | -4 | i | i | 11 | -1 | i | i | i | i | i

# Screening data from PubChem BioAssay.
